Source: PubChem BioAssay
Kir21 block = Kir2.1 (mouse) channel inhibition | P35561 | B-score at 10 µM | hit rate 0.85% among 310,000 | HEK293-Kir2.1, FluxOR thallium flux fluorescence; stronger effect = lower value;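 active = fluorescence ratio B-score at or below minus 3 SD of library scores, with starting-brightness B-score within 2 SD, cut at about -4.2 in these data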;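 note: channel flux triggered by added potassium and thallium sulfate stimulus; B-score of peak minus minimum fluorescence over baseline after thallium stimulus; more negative B-score means stronger Kir2.1 block with less thallium influx; some compounds called inactive have numbers as strong as hits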
STK33 inh = blocks human STK33 kinase activity | Q9BYT3 | purified STK33, MBP phosphorylation, ADP-Glo luminescence | inhibition, % at 10 µM | hit rate 0.073% among 320,000 | AID 2661;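 active = inhibition at or above 25%, using the most active replicate where run in duplicate; inactive = inhibition below 25%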
KCNQ2 block = KCNQ2 channel blockers in CHO-K1 cells – cell-based, FluxOR thallium flux, B-score, primary screen (AID 2156); O88943; B-score at 10 µM; hit rate 1.1% among 310,000; 20 min; stronger effect = lower value;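 active = fluorescence ratio B-score at most minus 3 library SDs, with starting brightness B-score within 2 library SDs, cut at about -5.5 in these data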
Target sequence (O88943 whole entry, looked up): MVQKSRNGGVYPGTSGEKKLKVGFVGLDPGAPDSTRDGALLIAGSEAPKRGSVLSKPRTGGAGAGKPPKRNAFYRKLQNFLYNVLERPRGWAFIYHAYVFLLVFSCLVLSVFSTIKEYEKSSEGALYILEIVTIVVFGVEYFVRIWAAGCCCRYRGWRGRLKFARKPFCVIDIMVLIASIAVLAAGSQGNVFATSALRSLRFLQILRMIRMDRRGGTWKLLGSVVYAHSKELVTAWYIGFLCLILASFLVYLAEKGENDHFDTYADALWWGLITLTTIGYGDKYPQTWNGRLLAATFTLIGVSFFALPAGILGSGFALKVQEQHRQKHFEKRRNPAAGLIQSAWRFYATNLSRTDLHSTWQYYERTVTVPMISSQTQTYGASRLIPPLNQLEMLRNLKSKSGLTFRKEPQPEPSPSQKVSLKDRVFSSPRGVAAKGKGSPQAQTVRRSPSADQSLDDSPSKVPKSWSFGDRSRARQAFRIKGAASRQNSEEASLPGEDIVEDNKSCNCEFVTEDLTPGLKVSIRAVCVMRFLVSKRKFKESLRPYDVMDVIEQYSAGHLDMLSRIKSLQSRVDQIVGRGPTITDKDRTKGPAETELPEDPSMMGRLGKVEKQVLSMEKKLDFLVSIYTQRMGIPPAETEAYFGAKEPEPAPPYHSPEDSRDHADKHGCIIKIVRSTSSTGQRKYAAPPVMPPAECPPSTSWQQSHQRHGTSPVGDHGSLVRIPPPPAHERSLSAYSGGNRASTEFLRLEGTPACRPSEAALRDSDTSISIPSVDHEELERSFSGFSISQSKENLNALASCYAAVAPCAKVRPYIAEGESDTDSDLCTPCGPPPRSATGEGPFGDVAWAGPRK
Starred values were filed as active, the others as inactive; i = inactive; x = no result given. Hits appear at their usual frequency, and some 1.9% of all compounds hit somewhere here.

SMILES	Kir21 block	STK33 inh	KCNQ2 block
COc1ccc(C(=O)N2CCN=C2SC)cc1	0.67	1.6	i
c1cc(CNCC2CCCO2)ccn1 (stereo not given)	0.45	-0.7	i
Cc1cccc(NC2SC(=O)N(c3ccccc3)C2=O)c1 (stereo not given)	-0.64	-0.4	i
CCNc1nc(N2CCCCC2)nc(-n2nnc(C(=O)OCC)c2C)n1	1.7	2.2	i
N=c1c2c(-c3ccccc3)c(-c3ccccc3)n(Cc3ccccc3)c2ncn1CCO	-8.56*	-0.5	-7.48*
Cc1ccc(C(=O)/C=C/C(=O)O)cc1	-0.77	-1.0	i
Cc1nn(CC(=O)N2CCCC2)c(=O)c2nn(-c3ccccc3)c(C)c12	0.22	-2.1	i
OCCC1CN(Cc2cc3c(cc2Cl)OCO3)CCN1Cc1ccccc1 (stereo not given)	0.8	-1.4	i
COC(=O)N1C(=O)[C@@](c2ccccc2)(C2CCCCC2)N1C(=O)OC	-0.18	2.7	i
CCCCOC(=O)CCc1nc2ccccc2[nH]1	0.36	-1.3	i
CCCNC(=O)COc1coc(CN2CCN(c3ccccc3F)CC2)cc1=O	0	-0.3	i
C/C(=N/N=C(\C)c1ccccc1O)c1ccccc1O	0.8	0.1	i
c1ccc(CNc2ccc3ccccc3n2)nc1	-0.12	0.5	i
COc1ccc(/C=N/Nc2nc(N3CCCC3)nc(N3CCCC3)n2)cc1O	-0.08	-1.0	-6.32*
CCOC(=O)c1cc(C(=O)Nc2ccc(C)c(F)c2)nn1C	0.16	0.2	i
Cc1cc(Cl)ccc1NC(=S)NCc1cccs1	1.35	-1.1	i
Cn1ccnc1/C(=N\NC(=O)c1ccc(O)cc1)c1cccc([N+](=O)[O-])c1	2.02	1.6	i
CCOc1ccc(-c2cnc(NCc3cccc4ccccc34)n2CCOC)cc1	-1.61	-0.4	-9.71*
COC(=O)c1cc2n(n1)CCN(Cc1ccccc1Cl)C2=O	-1.58	1.4	i
COC(=O)c1ccc(-n2nc(C(F)(F)F)c3c2-c2ccoc2CC3)cc1	0.35	1.4	i
CC1CCCCC12NC(=O)N(CC(=O)OCC(=O)c1ccc(OC(F)F)cc1OC(F)F)C2=O (stereo not given)	-0.97	-2.9	i
COc1cc(C(=O)NCC2(c3ccccc3)CCCC2)ccc1OC(C)C	0.22	-1.1	i
COc1cc(C2NC(=O)NC(C)=C2C(=O)OCc2ccc(C)cc2)cc(OC)c1OC (stereo not given)	1.21	-1.2	i
Cc1ccc(C23CC4CC(CC(CC(=O)N5CCOCC5)(C4)C2)C3)cc1	-0.7	0.8	i
CCOC(=O)C1CCN(S(=O)(=O)c2ccc(C(C)(C)C)cc2)CC1	-1.37	-4.2	i

Given as comma-separated lines: part of the list above
SMILES,Kir21 block,STK33 inh,KCNQ2 block
CC1CCCCC12NC(=O)N(CC(=O)OCC(=O)c1ccc(OC(F)F)cc1OC(F)F)C2=O (stereo not given),-0.97,-2.9,i
COc1cc(C(=O)NCC2(c3ccccc3)CCCC2)ccc1OC(C)C,0.22,-1.1,i
COc1cc(C2NC(=O)NC(C)=C2C(=O)OCc2ccc(C)cc2)cc(OC)c1OC (stereo not given),1.21,-1.2,i
Cc1ccc(C23CC4CC(CC(CC(=O)N5CCOCC5)(C4)C2)C3)cc1,-0.7,0.8,i

Remaining list, next part.
SMILES	Kir21 block	STK33 inh	KCNQ2 block
Cc1csc(NC(C)c2nc3cc(C(F)(F)F)ccc3n2CCOCCO)n1 (stereo not given)	0.5	-3.6	i
O=C(C[n+]1ccc(C(=O)NCc2ccccc2)cc1)c1ccc(OC(F)F)cc1	0.22	-0.3	i
COc1ccc(C(=O)N(CCc2ccccc2)Cc2ccccc2)c(OC)n1	-0.76	-0.2	-7.72*
CN(c1nc2ccccc2n2c(C3CC3)nnc12)S(=O)(=O)c1ccccc1	0.61	-1.7	i
CC(C)(Cc1ccccc1)/[N+]([O-])=C\c1ccc(C(F)(F)F)cc1	0.83	-0.3	i
CC(=O)c1c(C)n(-c2ccc(Br)cc2)c2ccc(O)cc12	-0.1	-0.7	i
Cc1ccc(C(=O)COC(=O)c2ccncc2)cc1[N+](=O)[O-]	0.41	-2.5	i
O=C1CS/C(=N/N=C/c2ccccc2)N1c1ccc(O)cc1	-1.24	-1.6	i
O=C(NCc1ccco1)NC1CCCCC1	1.2	-0.2	i
CCOC(=O)CSc1ncc(-c2ccccc2)cn1	0.26	-0.9	i
CC1C2CC(CC1(C)C)N(C(=O)Nc1ccc3nccnc3c1)C2 (stereo not given)	-0.04	-1.1	i
N#CC1=C(N)SC(N)=C(C#N)C1Cc1ccccc1	-0.79	2.3	i
COc1nc(NCc2ccc(Cl)cc2)nc(OC)n1	1.18	-1.2	i
O=c1cc(CSc2ccccc2)nc(-c2ccncc2)[nH]1	-0.08	0.2	i
CC(=O)NS(=O)(=O)c1ccc(N2C(=O)CC(Sc3nccc(C)n3)C2=O)cc1 (stereo not given)	-0.56	-4.5	i
CCOc1cc(N2CCOCC2)c(OCC)cc1NC(=S)NCCCOC	-0.62	0.2	i
COc1ccc(CCNS(=O)(=O)CC23CCC(CC2=O)C3(C)C)cc1OC (stereo not given)	-0.95	-0.2	i
CC(C)(C)OC(=O)NCc1ccc(NC(=O)c2nc[nH]c2C(=O)N[C@@H](Cc2ccccc2)C(=O)OCc2ccccc2)cc1	1.07	-1.9	i
Nc1nc(NCC(=O)O)nc(N2CCCCCC2)c1[N+](=O)[O-]	-0.1	-0.5	i
CCCC(O)(CCN1CCOCC1)c1ccc(Br)cc1 (stereo not given)	1.8	-0.5	i
COc1ccc(C(=O)Nc2ccccc2C(=O)NC(Cc2ccc(O)cc2)C(=O)NNC(=O)c2ccccc2)cc1 (stereo not given)	1.83	2.7	i
CC(C)[C@H](NC(=O)N1CC(=O)Nc2ccccc21)C(=O)N[C@@H](Cc1ccccc1)C(=O)O	-0.1	-0.7	i
S=c1[nH]nc(-c2cccnc2)n1/N=C/C=C/c1ccco1	-0.11	2.2	i
COc1cccc(OCc2nnc(SCC(=O)OCc3ccccc3)o2)c1	0.07	x	i
O=C(CCN1C(=O)C2C3CCC(C3)C2C1=O)Nc1ccc(Cl)cc1Cl (stereo not given)	-0.35	x	i

4 compounds picked at random from the list so far, as already listed:
SMILES	Kir21 block	STK33 inh	KCNQ2 block
CC1C2CC(CC1(C)C)N(C(=O)Nc1ccc3nccnc3c1)C2 (stereo not given)	-0.04	-1.1	i
COc1ccc(C(=O)Nc2ccccc2C(=O)NC(Cc2ccc(O)cc2)C(=O)NNC(=O)c2ccccc2)cc1 (stereo not given)	1.83	2.7	i
CCCC(O)(CCN1CCOCC1)c1ccc(Br)cc1 (stereo not given)	1.8	-0.5	i
CC(C)[C@H](NC(=O)N1CC(=O)Nc2ccccc21)C(=O)N[C@@H](Cc1ccccc1)C(=O)O	-0.1	-0.7	i

The main list resumes with the three entries that preceded the break.
SMILES	Kir21 block	STK33 inh	KCNQ2 block
S=c1[nH]nc(-c2cccnc2)n1/N=C/C=C/c1ccco1	-0.11	2.2	i
COc1cccc(OCc2nnc(SCC(=O)OCc3ccccc3)o2)c1	0.07	x	i
O=C(CCN1C(=O)C2C3CCC(C3)C2C1=O)Nc1ccc(Cl)cc1Cl (stereo not given)	-0.35	x	i
COc1ccc(-c2cnn3c(N)c(S(=O)(=O)c4ccccc4)cnc23)cc1	1.66	-0.7	i
Cc1ccc(NS(=O)(=O)c2ccc(Cl)c(C(=O)O)c2)cc1S(=O)(=O)N1CCOCC1	-1.45	-2.8	i
O=C(NC1CCCC1)C(c1ccsc1)N(C(=O)Cc1cccs1)c1cccc(F)c1 (stereo not given)	-0.02	0.1	i
Fc1ccc(-c2csc3ncnc(Nc4ccc(N5CCOCC5)cc4)c23)cc1	-0.01	-0.5	i
Cc1nnsc1-c1nnc(SCC(=O)c2ccccc2)n1C1CC1	-0.26	-0.4	i
Cc1cccc(-n2nc([N+](=O)[O-])c(N3CCN(C(=O)c4ccco4)CC3)[n+]2[O-])c1	0.83	-2.0	i
CC(=O)Oc1ccc(C2OC(=O)c3ccccc3N2C(C)=O)cc1 (stereo not given)	-0.86	-0.2	i
CC(=O)/C(=N/Nc1ccccc1)Sc1nnc(C(O)c2ccccc2)n1-c1ccccc1 (stereo not given)	-0.05	0.5	i
CCc1nn2c(N3CCOCC3)cc(C)nc2c1-c1ccccc1	-0.81	-0.8	i
CC1CC(C)CN(C(=O)CCc2ccccc2)C1 (stereo not given)	-1.12	-0.6	i
Cc1cc(=O)n2c3ccccc3n(CC(O)CN3CCCCC3)c2c1C#N (stereo not given)	-0.59	0.5	i
CCCCCc1cc(=O)oc2c(C(CCN(CC)CC)c3ccc(OC)cc3)c(OC)cc(OC)c12 (stereo not given)	-3.61	1.4	i
C=CCNC(=S)NNC(=O)c1cc(C)nc2ccccc12	1.37	-1.5	i
CCCCn1c(SCC(=O)NCc2ccco2)nc2c(sc3ccccc32)c1=O	0.81	-0.9	i
COc1cccc(OC)c1OCC(C)CNCC1CCCO1 (stereo not given)	-1.87	-2.1	i
COc1cc(SC)ccc1C(=O)Nc1ncc(Cl)cc1Cl	-0.17	-1.7	i
CCOC(=O)c1[nH]c2ccc(C)cc2c1NC(=O)CN1CCCCC1	-1.38	0.2	i
c1ccc(CSc2ccc(-c3cccs3)nn2)cc1	0.04	0.6	i
CC1CCN(C(=O)c2cc(-c3ccccc3O)on2)CC1	2.5	6.3	i
O=C(NCCc1ccc(Cl)cc1)c1cc2ccccn2n1	0.97	-2.1	i
Cc1ccc(Sc2ccc(/C=C3/C(=O)NN(c4ccccc4)C3=O)o2)cc1	-0.21	-0.9	i
O=C(OC1CCOC1=O)C1CCN(S(=O)(=O)c2c(Cl)cccc2Cl)CC1 (stereo not given)	-1.73	-1.6	i
Cn1[nH]c(C(F)(F)F)cc1=O	-0.47	-2.3	i
COc1ccc(CNC(=O)CSc2nnc3c(n2)[nH]c2ccc(C)cc23)cc1	-0.15	-1.8	i
Cc1cc(=O)oc2cc(OCC(=O)OCC(=O)NCCc3ccccc3)ccc12	0.19	0.5	i
Continued.
SMILES	Kir21 block	STK33 inh	KCNQ2 block
Cc1ccc(C(=O)C2CCN(CC(=O)Nc3ccccc3C)CC2)cc1	-0.99	-1.4	i
N#Cc1ccc(-c2ccc(OCC(=O)NCC(=O)Nc3ccc(F)c(F)c3F)cc2)cc1	0.11	0.0	i
Cc1nc(SCC(=O)O)c(C#N)c(C)c1CC(=O)c1ccccc1	0.69	-0.8	i
C=CCN=C(NC#N)SCc1ccccc1	-0.01	-1.1	i
COc1ccc(CNC(=O)[C@H](Cc2ccccc2)NC(=O)C2CCN(C(=O)[C@H](C)N)CC2)cc1	0.36	3.0	i
COc1cc(OC)c(C(=O)N2CCCC2)cc1OC	-0.73	-0.1	i
CCn1c(SCC(=O)N2CCN(c3ccccc3)CC2)nnc1-c1c[nH]c2ccccc12	-0.35	1.9	i
CC(C)Oc1ccc(C2C(C(=O)c3ccco3)=C(O)C(=O)N2Cc2cccnc2)cc1 (stereo not given)	1.44	-1.4	i
COc1ccc(NC(=O)Nc2ccccn2)cc1OC	1.54	-1.6	i
COc1ccc(OCC(O)CNS(=O)(=O)c2ccc(NC(C)=O)cc2)cc1 (stereo not given)	0.9	-1.2	i
CSc1ccccc1NC(=O)c1ccccc1N(C)S(C)(=O)=O	-0.6	-1.2	i
Cn1c(SCC(=O)N2CCc3ccccc32)nc2cccnc21	-0.01	-0.2	i
CCCOc1cc(C)c(Cl)cc1S(=O)(=O)N(CC)CC	-3.33	0.7	i
CNC(=O)c1ccc(-c2ccccc2)s1	0.72	0.4	i
COc1ccc(Nc2oc(-c3ccccc3F)nc2C#N)cc1	0.78	-1.0	i
COc1ccc(N2CCN(C3CC(=O)N(Cc4ccc(N5CCCC5=O)cc4)C3=O)CC2)cc1 (stereo not given)	-0.02	-0.2	i
Cc1ccc(C(C(=O)NC2CCCC2)N(C(=O)CNC(=O)c2ccco2)c2ccccc2)o1 (stereo not given)	0.6	-0.4	i
Cc1[nH]c2ccccc2c1C(=O)/C=C\c1ccccc1Cl	0.42	-0.2	i
O/N=C/c1ccccc1Oc1ccccc1	-1.69	-1.2	i
CCCCN(C)C(=O)Cn1cnc2sc(C)c(S(=O)(=O)N3CCN(c4ccccc4OC)CC3)c2c1=O	0.12	-1.9	i
CN(C)S(=O)(=O)c1ccc(C(=O)Nc2cccc(S(=O)(=O)NC3=NCCC3)c2)cc1	-0.34	-1.5	i
O=C(Nc1ncccn1)c1ccc([N+](=O)[O-])cc1[N+](=O)[O-]	0.77	-0.7	i
Cc1c(C(=O)Nc2ccc(-c3nnc4n3CCCCC4)cc2)oc2ccc(Br)cc12	-0.78	0.0	i
COc1ccc(N2CCN(C(=O)COc3ccc(S(=O)(=O)N4CCOCC4)cc3C)CC2)cc1	0.65	-1.1	i
O=C(COC(=O)c1cc(Br)ccc1O)Nc1cc(S(=O)(=O)N2CCCC2)ccc1Cl	2.28	x	i
More structures follow.
SMILES	Kir21 block	STK33 inh	KCNQ2 block
COC(=O)CN1C(=O)Nc2ccc(C)cc2C1c1ccccc1 (stereo not given)	-0.93	17.9	i
O=C(CN1c2ccccc2Sc2ccccc21)NNC(=O)Nc1ccc(Cl)c(Cl)c1	-0.08	-0.6	i
O=C(CCCC(=O)OCC(Cl)=C(Cl)Cl)Nc1ccccc1F	-0.04	0.2	i
COCCNC(=O)C1=NOC(Cn2cc(C#N)c(=O)n(C)c2=O)C1 (stereo not given)	-0.61	-0.9	i
Cc1nc(-c2ccc([N+](=O)[O-])cc2)nc2[nH]ccc(=O)c12	0.98	-1.6	i
CCCc1nc(SCC(=O)O)c2sc(=S)n(-c3ccccc3)c2n1	-0.07	0.0	i
CCN(CC)S(=O)(=O)c1ccc2oc(Nc3ccccc3)nc2c1	-0.09	-1.0	i
O=C(N/N=C/c1cccs1)c1cccc(NC(=O)c2ccc(Cl)cc2)c1	0.06	-3.3	i
